From PubChem
14-3-3 Bad PPI: disrupts binding of bovine 14-3-3 zeta to phospho-Bad peptide; 0.71% of 220,000 active; P63103; inhibition, % at 21.7 µM; TR-FRET 14-3-3zeta/Dy647-pBad peptide displacement, 1 h;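 active = inhibition above about 70%, limit read from the data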;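 also: 0% = full 14-3-3 plus peptide FRET controls and 100% = background without 14-3-3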
Target sequence (P63103 whole entry, looked up): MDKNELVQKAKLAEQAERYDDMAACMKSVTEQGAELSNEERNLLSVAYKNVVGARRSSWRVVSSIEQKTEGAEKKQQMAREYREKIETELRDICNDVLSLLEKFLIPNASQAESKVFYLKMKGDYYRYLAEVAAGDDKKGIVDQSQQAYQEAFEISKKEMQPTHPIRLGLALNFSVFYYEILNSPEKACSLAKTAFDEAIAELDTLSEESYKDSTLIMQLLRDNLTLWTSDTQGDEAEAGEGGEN
EBV gp42 inh: blocks Epstein-Barr virus glycoprotein 42 binding. inhibition, % (tested at 21.74 µM). Q1HVG2. 0.42% of 220,000 active. Fluorescence polarization binding assay, mP read-out; in the data active = inhibition above about 50%
Target sequence (Q1HVG2 whole entry, looked up): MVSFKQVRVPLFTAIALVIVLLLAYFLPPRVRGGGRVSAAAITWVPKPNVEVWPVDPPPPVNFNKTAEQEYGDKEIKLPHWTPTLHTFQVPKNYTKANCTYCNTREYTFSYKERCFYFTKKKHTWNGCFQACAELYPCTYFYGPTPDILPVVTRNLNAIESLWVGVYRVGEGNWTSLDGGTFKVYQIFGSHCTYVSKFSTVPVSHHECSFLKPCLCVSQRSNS
Mdm2 ligase inh: Mdm2 E3 ligase (human) inhibition; Q00987; cell-based MDM2 ubiquitination luciferase reporter, 2 h; 0 = plate control, 100 = twice control, blank-subtracted; signal enhancement, % at 5 µM; 0.11% of 210,000 active; AID 1230;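 active = signal enhancement of 30% or more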;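 also: luminescence tracks abundance of the self-degrading MDM2-luciferase fusion protein; higher signal means inhibition of MDM2 E3 ligase activity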
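Material: Stable MDM2–luciferase fusion reporter cells | Amount: 2000 cells seeded into each well | Dosing: One concentration, 5 µM, with 0.2% DMSO | Incubation: 4 h cell settling then 2 h compound exposure, 37 °C | Measured by: Luciferase luminescence | Read-out basis: % enhancement relative to plate controls after blank subtraction | Benchmarks: Control and blank well means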
L929 necroptosis: blocks zVAD induced death of L929 cells; AID 1377; viability rescue, % at 10 µM; L929 zVAD necroptosis rescue, ATP luminescence, 24 h; with zVAD 60 µM; 0.38% of 220,000 active;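 active = activation, scaled between plate controls, above about 75%, limit read from the data; inactive = activation under that limit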;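 also: 0% = zVAD with DMSO and 100% = DMSO alone without zVAD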
Runt-SMMHC FRET: Runt domain-CBFb-SMMHC interaction inhibition; Q01196+Q13951; Cerulean-Runt/Venus-CBFb-SMMHC FRET ratio 530/480, 1 h; inhibition, % at 20 µM; 0.74% of 220,000 active;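 active = mean inhibition across duplicate retests at 20 µM reaching about 50%, limit read from the data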;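 also: 0% = DMSO wells and 100% = wells with excess untagged CBFb-SMMHC; inhibitors lower the FRET ratio by blocking Runt binding to CBFb-SMMHC; some results filed as inactive read as strong as hits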
TbHK1 inh: T. brucei hexokinase 1 inhibition. recombinant TbHK1, G6PDH-coupled NADH A340. 0.11% of 220,000 active. inhibition, % at 10 µM;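 active = inhibition of 50% or more in the single-dose primary screen; inactive = inhibition below 50%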
Runt-CBFb FRET: blocks binding of human RUNX1 Runt domain to CBFb. Cerulean-Runt/Venus-CBFb FRET ratio 530/480, 1 h. inhibition, % at 20 µM. 0.46% of 220,000 active. AID 1496;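 active = inhibition over about 50% at 20 µM in the single-dose screen, limit read from the data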;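 also: 0% = DMSO wells and 100% = excess unlabeled CBFb competitor control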
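Schedule: protein complex preformed 1 h, compound exposure 1 h, room temperature, dark; test system: Cerulean-labeled Runt domain protein; amount: 100 nM per protein; buffer or medium: Tris 50 mM pH 7.5, KCl, K2SO4, 0.01% BSA; read-out: loss of energy transfer signal; detection: FRET fluorescence; controls: 5 µM unlabeled CBFb as full-inhibition high control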
NCF1 inh: inhibitors of human p47phox binding | 0.53% of 220,000 active | inhibition, % at 24.7 µM | p47phox/p22phox peptide binding, fluorescence polarization, 2 h;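 active = inhibition above about 30%, limit read from the data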;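 also: 0% = p47phox with labelled peptide and 100% = labelled peptide alone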
Hck-Nef inh: human Hck-Nef kinase inhibition | P08631 | Recombinant Hck-YEEI plus Nef, Z-Lyte FRET kinase assay | inhibition, % at 20 µM | 0.68% of 220,000 active | AID 463187;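 active = Hck-Nef kinase inhibition above about 50%, limit read from the data; inactive = inhibition below that limit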;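 also: 0% = DMSO with Hck plus Nef and 100% = Hck alone without Nef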
Target sequence (P08631 whole entry, looked up): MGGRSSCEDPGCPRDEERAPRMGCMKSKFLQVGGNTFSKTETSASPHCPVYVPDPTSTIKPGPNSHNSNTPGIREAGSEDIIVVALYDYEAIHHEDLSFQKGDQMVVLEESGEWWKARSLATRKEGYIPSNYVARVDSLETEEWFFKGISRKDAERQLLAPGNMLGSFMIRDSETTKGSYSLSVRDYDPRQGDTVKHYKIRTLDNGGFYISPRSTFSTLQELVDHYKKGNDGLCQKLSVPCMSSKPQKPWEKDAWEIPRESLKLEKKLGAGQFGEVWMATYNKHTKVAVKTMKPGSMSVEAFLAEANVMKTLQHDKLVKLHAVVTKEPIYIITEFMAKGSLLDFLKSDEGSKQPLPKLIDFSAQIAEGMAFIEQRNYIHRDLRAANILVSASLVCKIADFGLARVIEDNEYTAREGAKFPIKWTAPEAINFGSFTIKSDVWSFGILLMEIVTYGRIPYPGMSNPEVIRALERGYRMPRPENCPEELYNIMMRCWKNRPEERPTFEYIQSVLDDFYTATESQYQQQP
* marks the source's active call; other numbers are inactive results; nt = no result given; [ ] = another dose, or the depositor's remark.

no.	Structure	14-3-3 Bad PPI	EBV gp42 inh	Mdm2 ligase inh	L929 necroptosis	Runt-SMMHC FRET	TbHK1 inh	Runt-CBFb FRET	NCF1 inh	Hck-Nef inh
1	Cc1nn(C2CCS(=O)(=O)C2)c(Cl)c1/C=C/C(=O)OCC(=O)Nc1ccc2c(c1)OCO2 (configuration not stated)	-8.3	-17.7	-3.1	-0.3	-3.0	3.7	-0.9	-11.3	22.3
2	O=C(O)c1cccc(NC(=S)NC(NC(=O)c2ccco2)C(Cl)(Cl)Cl)c1 (configuration not stated)	0.9	-16.1	-9.5	1.3	3.5	0.7	2.6	-9.8	3.7
3	O=C(NCc1cccs1)C1CC(c2ccccc2O)=NO1 (configuration not stated)	-20.7[fluorescence artefact?]	-0.5	-8.1	0.8	0.6	5.6	1.0	-3.6	-1.7
4	Cn1c(SCC(=O)N/N=C/c2ccncc2)nc2ccccc21	-4.6	-10.0	-13.2	0.1	-3.6	4.7	2.7	5.1	2.5
5	Cc1ccc(N2C(=O)Nc3ccccc3C2(O)C(=O)N2CCN(c3ccccn3)CC2)cc1C (configuration not stated)	1.5	-4.6	2.5	0.0	0.6	-1.1	1.3	2.9	26.5
6	CSc1nc(C)cc(SCC(=O)Nc2ccccc2)n1	-4.5	-11.8	4.1	0.3	-6.4	0.1	1.0	-12.0	-1.7
7	N#Cc1c(N)nc(SCC(=O)NCCc2ccccc2)c(C#N)c1-c1cccs1	-2.9	-17.2	-6.7	-0.1	-6.5	-3.4	-0.9	-10.7	-0.5
8	CCCCN(CCCC)C(=O)CSc1nnc(-c2cc(OC)c(OC)c(OC)c2)o1	-1.9	-6.6	5.1	-1.9	-1.4	-4.9	-9.8	-8.0	2.4
9	C[n+]1cn(CC(O)COCc2ccccc2)c2ccccc21 (configuration not stated)	12.9[fluorescence artefact?]	-22.0	-15.9	0.1	2.3	5.7	-4.4	-12.8	1.4
10	CCOC(=O)c1c(C)[nH]c(C)c1C(=O)COC(=O)c1ccc(OC)c(OC)c1	-3.5	-1.4	-7.7	2.1	2.1	0.1	2.2	10.3	13.8
11	CCOC(=O)N1CCC(N2CCN(S(=O)(=O)c3ccc(NC(C)=O)cc3)CC2)CC1	23.8	-0.8	-6.1	0.0	2.9	-0.1	0.6	-6.6	7.1
12	COC(=O)c1c(N(S(C)(=O)=O)S(C)(=O)=O)sc2c1CCN(c1ncc(C(F)(F)F)cc1Cl)C2	-0.4	-11.8	-8.9	1.5	79.2*	-13.0	65.1*	-114.5	1.4
13	O=C(NCc1ccccc1)N1CCC(CO)(CCc2ccccc2)CC1	-0.3	-4.8	-10.5	0.6	3.4	-11.1	-2.1	-7.1	-1.7
14	CC(C)C1C(C#N)=C(N)Oc2n[nH]c(C(C)(C)C)c21 (configuration not stated)	-2.2	-1.0	-3.2	0.0	7.0	9.6	-0.7	0.5	1.7
15	CC(CCc1ccccc1)NC(=O)CCCCCNc1nc(=S)[nH]c2ccccc12 (configuration not stated)	-14.2	-4.5	-6.9	0.6	-1.0	-6.7	0.3	-6.6	24.3
16	O=C1C=Cc2ccccc2/C1=C/c1[nH]c(=O)[nH]c1O	-0.1	-10.8	-9.9	1.2	-57.5	-19.4	-6.5	-16.6	-59.5
17	O=C(Oc1cccc2cccnc12)c1ccc(Br)o1	2.6	1.5	-14.8	-0.7	-3.0	0.7	0.4	9.2	-0.8
18	COc1ccc2c(c1)c(CC(=O)Nc1cc(C)ccc1C)c(C)n2C(=O)c1ccc(Cl)cc1	-5.4	-69.4	8.5	nt	10.5	-11.1	0.8	-45.9	3.8
19	CC(C)CC(N=C1NC(C)(C)Cc2ccccc21)C(=O)O (configuration not stated)	-9.0	-17.3	12.1	-0.8	-0.2	-0.4	-3.3	-13.8	10.4
20	CCOC(=O)c1nnn(-c2nonc2N)c1CNC(C)C	5.6[fluorescence artefact?]	2.9	-7.3	-0.2	0.4	-0.1	0.4	5.8	-0.3

(further entries)
no.	Structure	14-3-3 Bad PPI	EBV gp42 inh	Mdm2 ligase inh	L929 necroptosis	Runt-SMMHC FRET	TbHK1 inh	Runt-CBFb FRET	NCF1 inh	Hck-Nef inh
21	Cc1cccc(N2C(S)=C(C#N)C(=O)NC2c2cccs2)c1 (configuration not stated)	15.6	-27.2	-8.2	0.3	4.6	27.0	40.3	4.4	10.0
22	Cc1ccc(CSC2=NCCN2C(=O)c2ccc(S(=O)(=O)N(C)C)cc2)cc1	-3.1	-9.0	-23.4	1.1	-0.7	-3.8	-1.4	-3.1	-7.9
23	COc1ccccc1/C=C/CN1CCN(Cc2ccc(F)cc2)C(CCO)C1 (configuration not stated)	3.7	-3.4	-9.1	-0.6	0.8	-11.4	-1.5	0.2	2.9
24	Cc1ccccc1OCCOCCN1CCCCCC1	9.7	-7.6	-6.2	-1.1	-0.1	-1.1	3.0	-6.9	-18.9
25	COc1ccc(/C(=N\O)c2ncc(C(F)(F)F)cc2Cl)cc1	12.2[fluorescence artefact?]	4.4	-6.9	0.3	3.8	-3.6	2.4	0.0	2.1
26	Cc1cccc(Nc2nc(N3CCCC3)nc(N3CCCC3)n2)c1	-6.8	-2.9	-15.1	-0.5	3.2	7.7	2.0	-7.5	-13.7
27	Cc1cc(C)c[n+](C[n+]2cc(C)cc(C)c2)c1	-3.3	-4.5	-2.1	4.3	-2.9	3.4	-1.7	9.5	37.5
28	CC1=CC(C)(C)N(C(=O)CSc2nnc(N)s2)c2c(C)cc(C)cc21	-10.1	-4.2	-10.2	1.2	-2.7	-3.8	-2.6	-12.8	1.3
29	Cn1nc(C(F)(F)F)c(-c2ccccc2)c1NC(=O)c1cccnc1	-1.6	-2.0	-16.9	0.4	-0.1	-7.4	-0.8	-15.8	7.4
30	O=c1c2nnn(-c3ccc(Cl)cc3)c2ncn1Cc1ccccn1	-14.1	-3.0	-13.4	-1.0	-3.6	-1.8	-2.5	0.2	2.8
31	Cn1c(=O)c2c(nc(NN=C3CCCC3)n2C)n(C)c1=O	1.9	-19.1	-9.7	-0.3	-0.5	-6.2	5.2	-6.2	16.5
32	CC1CCN(S(=O)(=O)c2cc(C(=O)N3CCN(c4ncccn4)CC3)ccc2Br)CC1	-1.6	-5.9	-7.8	0.3	-1.1	34.4	-2.4	3.0	0.2
33	CCCC(=O)c1ccc(N2CCN(C(=O)OCC)CC2)c(F)c1	76.8*	-15.6	-13.3	-0.1	1.4	-12.1	-1.3	-4.8	3.3
34	O=C(COC(=O)c1cc2ccccc2oc1=O)Nc1ccc(F)cc1F	-2.8	7.9	-17.9	1.9	3.2	-4.1	0.8	-10.2	4.5
35	Cc1ccc(NCC(=O)N/N=C/c2ccc(-c3cccc(C(F)(F)F)c3)o2)cc1	-13.5	5.4	-12.2	5.9	-0.9	-23.7	1.2	-7.2	0.9
36	CSC1=C(C#N)C(c2ccccc2Cl)C(C(=O)c2cccs2)C(O)(C(F)(F)F)N1 (configuration not stated)	4.5	-5.4	-14.4	1.4	-0.5	1.1	-1.7	-17.9	2.8
37	Cc1ccc(C(NC(=O)c2ccccc2)C(Cl)Cl)cc1 (configuration not stated)	3.5	4.6	-8.3	0.1	3.2	16.5	0.3	-7.2	-3.5
38	CCN1CCN(Cc2nc3c(c(=O)[nH]c(=O)n3C)n2Cc2ccccc2Cl)CC1	nt	nt	nt	-0.8	2.9	-4.5	nt	nt	-0.6
39	COCCN=c1scc(-c2cc(OC)c(OC)c(OC)c2)n1/N=C/c1c(C)[nH]c2ccccc12	-7.2	-61.9	-4.7	1.3	-5.1	-16.7	-6.8	-115.7	4.4
40	CCOc1ccc(Cn2nnc(C(=O)NCCc3ccc(Cl)cc3)c2N)cc1	4.9[fluorescence artefact?]	-1.2	-8.7	-0.3	2.2	-14.7	1.9	1.1	1.2

Remaining list, next part:
no.	Structure	14-3-3 Bad PPI	EBV gp42 inh	Mdm2 ligase inh	L929 necroptosis	Runt-SMMHC FRET	TbHK1 inh	Runt-CBFb FRET	NCF1 inh	Hck-Nef inh
41	CCOC(=O)c1cc(NC(=O)CCC(=O)O)ccc1N1CCCCC1	-12.1	0.1	2.3	1.9	-2.5	-7.0	2.8	-7.6	11.6
42	N#Cc1c(-c2ccc(Cl)cc2)c2c([nH]c1=S)CCCC2	-14.7	-9.8	-10.3	0.7	4.2	-2.0	nt	-12.3	-19.4
43	O=C(Nc1ccccc1N1CCN(C(=O)c2ccc(Cl)cc2)CC1)c1cc(Br)ccc1Cl	4.2	-0.2	-4.7	0.5	-6.2	2.0	0.4	-29.2	-2.0
44	CCOC(=O)C1C(=O)C=C(/C=C/c2ccc(N(C)C)cc2)CC1c1ccccc1 (configuration not stated)	-7.4	103.2*	-6.9	-1.5	-293.0	-11.9	-309.0	-115.3	-2.0
45	CCCCn1c(SCC(=O)Nc2cc(C)on2)nc2c1c(=O)n(C)c(=O)n2C	-3.1	-7.8	-19.0	0.0	-0.2	-6.7	-2.5	-2.5	-1.9
46	CCOC(=O)C1CCN(C(=O)C(CC)c2ccccc2)CC1 (configuration not stated)	-1.3	-6.5	-4.8	0.8	-3.2	-5.1	0.9	7.2	-26.4
47	CC1CCCC(C)N1C(=O)CSc1nnc(CSc2ncccn2)n1C (configuration not stated)	-3.7	-22.1	-17.1	2.2	4.4	-2.3	0.5	-0.4	-1.9
48	COc1cccc(Cn2c(NCC(C)C)nc3c2c(=O)n(C)c(=O)n3C)c1	-0.2	2.9	-10.3	-0.6	-3.7	1.1	-2.8	-17.2	2.9
49	CSc1nc(-c2ccc(Cl)cc2)c(C#N)c(=O)n1C	-7.1	-6.5	-0.1	1.5	0.3	-2.7	3.5	-3.8	17.9
50	CCOc1ccc(C(=O)NCc2ccncc2)cc1	5.5	4.9	-16.9	0.3	1.5	-0.7	-2.8	-24.1	1.7
51	O=[N+]([O-])c1cc(Br)c(OCc2nnc(-c3ccccc3)o2)c(Br)c1	-6.8	-13.3	-7.7	1.9	-3.0	-5.0	1.0	-10.1	31.6
52	COc1ccc2c(=O)c(-c3ccc(OC)c(OC)c3)coc2c1	-0.3	-9.9	-11.5	0.3	-5.8	-6.2	1.5	1.2	4.4
